USP2a block = qHTS Assay for Inhibitors of Ubiquitin-specific Protease USP2a Using CHOP2 as the Reporter; Potency, µM (doses to about 38.3 µM), inactives show top-dose activity change, negative = inhibition, usual class: inhibitors; USP2 core, Ub-CHOP2 coupled fluorogenic reporter, 485/531; hit rate 0.01% among 330,000;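 further: potency means the concentration at half of the fitted maximal effect; plate controls were DMSO wells for no effect and full inhibition by NEM control for full effect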
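Cell-free coupled assay: 10nM USP2 core preincubated 30min RT with compound in Tris-HCl pH 8.0/CaCl2/CHAPS buffer, then 25nM Ub-CHOP2 and 25nM reporter substrate; fluorescence (Ex 485/Em 531) read after 60min RT, normalized to NEM inhibition, concentration-response curves fitted.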
uPA generation = qHTS for Inhibitors of Cell Surface uPA Generation. hit rate 0.31% among 330,000. AID 540303, 2011. Potency, µM (titrated, usually from 38.3 µM), inactives show at the highest dose activity change, negative = inhibition, most hits filed as inhibitors. cell surface uPA generation assay, qHTS; active means well fitted inhibition curve with a large enough effect; inconclusive means small, poorly fitted or top-dose-only effect; inactive means no such curve, though single readings can be large or run the other way; tested in mouse RAW 264.7 cells; further: potency means the concentration at half of the fitted maximal effect; nearly all actives have a fitted effect of over 55% in size
hERG WT inh = qHTS for Inhibitors of KCHN2 3.1: Wildtype qHTS | hit rate 0.37% among 340,000 | AID 720551, 2013 | activity change, % at 1.84 µM | Voltage-gated inwardly rectifying potassium channel KCNH2 (Homo sapiens), Q12809 | U2OS, BacMam KCNH2, thallium flux FluxOr; stronger effect = lower value;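 active means maximum activity change below -70%; inconclusive means maximum activity change between -70% and -50%; inactive means maximum activity change above -50%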
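U2OS cells transduced with wild-type KCNH2 virus are loaded with FluxOr dye for 45 min, and thallium flux is measured in kinetic reads before and after stimulation buffer. Rate constants are normalized to DMSO controls.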
Eya2 phos inh = qHTS Assay for Inhibitors of the Phosphatase Activity of Eya2; Potency, µM (doses to about 76.9 µM), without a hit: at the top dose activity, negative = inhibition, hits mostly inhibitors; Protein phosphatase EYA2 (Homo sapiens), O00167; recombinant Eya2, OMFP fluorescence dephosphorylation (OMFP is methylfluorescein phosphate); hit rate 0.006% among 330,000; further: potency means the concentration at half of the fitted maximal effect
Target sequence (O00167 whole entry, looked up): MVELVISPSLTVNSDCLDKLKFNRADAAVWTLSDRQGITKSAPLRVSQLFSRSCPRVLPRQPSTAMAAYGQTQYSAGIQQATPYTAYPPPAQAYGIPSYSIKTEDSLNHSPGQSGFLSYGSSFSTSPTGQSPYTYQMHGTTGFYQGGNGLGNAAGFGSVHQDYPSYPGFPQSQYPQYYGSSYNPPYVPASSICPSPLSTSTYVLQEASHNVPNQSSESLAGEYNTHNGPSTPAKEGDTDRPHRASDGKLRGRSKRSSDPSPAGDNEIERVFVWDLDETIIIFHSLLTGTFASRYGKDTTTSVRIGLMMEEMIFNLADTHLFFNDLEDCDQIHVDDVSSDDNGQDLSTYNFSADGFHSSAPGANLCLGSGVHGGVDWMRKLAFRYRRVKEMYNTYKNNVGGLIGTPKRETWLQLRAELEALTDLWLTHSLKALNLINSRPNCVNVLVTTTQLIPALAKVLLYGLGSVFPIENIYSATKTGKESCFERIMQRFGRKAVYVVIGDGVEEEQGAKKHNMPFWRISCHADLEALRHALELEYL
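Eya2 protein (added as 0.2 uM solution) was preincubated with compound for 10 min at ambient temperature in 50 mM HEPES pH 7.5, 50 mM NaCl, 5 uM MgCl2, 0.05% BSA, 1 mM DTT. OMFP (added at 50 uM) then reacted 10 min; fluorescence read at 485/525 nm.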
FBPA coupling cs = qHTS Assay for Inhibitors of Fructose-1,6-bisphosphate Aldolase from Giardia Lamblia: Coupling assay counterscreen; coupling enzyme system counterscreen, AmpLite Red fluorescence; activity change, negative = inhibition, % at 58.2 µM, hits read low; hit rate 0.67% among 290,000; in the data active means activity change below about -30%
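Counterscreen of the coupled detection system alone, without aldolase: glyceraldehyde-3-phosphate coupling enzymes plus AmpLite Red readout. Compounds at 57.5 uM final, 10 min RT preincubation, 20 min RT reaction, fluorescence 525/598 nm.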
Giardia killer = Small Molecules that selectively kill Giardia lamblia: qHTS | activity change, % at 7.66 µM, hits read low | Giardia lamblia trophozoite viability | hit rate 0.15% among 340,000; in the data active means activity change below about -80%; inconclusive means between about -30% and that limit;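 further: parasites exposed to compound for two days anaerobically before the ATP read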
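Luminescence from cellular ATP indicates surviving trophozoites (100 cells/well) following 48 hrs anaerobic compound treatment at 37 deg C; signal develops 15-30 min at room temperature.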
BCR signal inh = qHTS Assay to Find Inhibitors of Chronic Active B-Cell Receptor Signaling | ABC-DLBCL IkBa-CBG/CBR reporter, luminescence ratio, 4 h | Potency, µM (titrated, usually from 46.1 µM), for inactives: at the highest dose ratio change, negative = lower green/red ratio, hits mostly inhibitors | hit rate 0.05% among 340,000; active means well fitted inhibition curve with a large enough effect in the signal ratio, with a control signal flat, not every such curve was filed as active; inconclusive means small, poorly fitted or top-dose-only effect, or effect the other way, or a change in a side signal; the % refers to the signal ratio;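 further: potency means the concentration at half of the fitted maximal effect; plate controls were basal doxycycline-induced cells for no effect and cells given 10 µM MG132 for full effect; MG132 reads +100%, hits lower the ratio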
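Cell line TMD8 (human ABC DLBCL), stably expressing tet-inducible CBG68-IkBa fusion and CBR; IMDM/0.5% FBS; cpd up to 46 uM; dox induction, 4 h, 37C/5% CO2; dual luminescence; green/red ratio; MG132 control.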
PKM2 activator = qHTS Assay for Activators of Human Muscle isoform 2 Pyruvate Kinase; Pyruvate kinase PKM (Homo sapiens), P14618; purified PKM2, Kinase-Glo ATP luminescence, activation; response scale: 0% is enzyme alone, no compound; hit rate 0.34% among 260,000; Potency, µM (titrated, usually from 57.5 µM), for inactives: at the highest dose activation, most hits filed as activators; AID 1631, 2009; further: potency means the concentration at half of the fitted maximal effect; nearly all actives have a fitted effect of over 55% in size
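Purified hPK-M2 (>95%) run at intermediate activity with 0.1 mM ADP and 0.5 mM PEP in 50 mM imidazole pH 7.2, KCl, MgCl2; 1 h room temperature. ATP formed read by Kinase-Glo luminescence; normalized to uninhibited and no-enzyme controls.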
B2AR arrestin = qHTS assay of beta-arrestin-biased ligands of beta2-adrenergic receptor. Beta-2 adrenergic receptor (Homo sapiens), P07550. beta-arrestin recruitment to beta2AR, cell-based reporter. Potency, µM (series often up to 46.1 µM), inactives show at the highest dose activation, hits mostly activators. hit rate 0.02% among 330,000. AID 492947, 2010;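 further: potency means the concentration at half of the fitted maximal effect; 0% = DMSO controls and full agonism = EC100 isoproterenol or metaproterenol; nearly all actives have a fitted effect of over 65% in size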
Target sequence (P07550 whole entry, looked up): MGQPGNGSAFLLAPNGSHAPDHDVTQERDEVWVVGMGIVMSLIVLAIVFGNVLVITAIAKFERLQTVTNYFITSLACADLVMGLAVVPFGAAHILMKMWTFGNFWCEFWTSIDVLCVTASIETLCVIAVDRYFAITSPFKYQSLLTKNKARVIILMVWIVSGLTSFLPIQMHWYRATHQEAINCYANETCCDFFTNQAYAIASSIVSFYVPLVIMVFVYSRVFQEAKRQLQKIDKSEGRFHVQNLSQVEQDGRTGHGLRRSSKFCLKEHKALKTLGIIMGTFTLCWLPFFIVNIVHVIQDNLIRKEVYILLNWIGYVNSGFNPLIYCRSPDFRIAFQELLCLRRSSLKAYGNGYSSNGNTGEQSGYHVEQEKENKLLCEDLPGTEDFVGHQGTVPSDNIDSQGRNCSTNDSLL
KCNH2 3.1 inh = qHTS for Inhibitors of KCHN2 3.1: Mutant qHTS | Potassium voltage-gated channel subfamily H member 2, brain isoform KCNH2 3.1 (human) | hit rate 0.95% among 340,000 | U2OS KCNH2 3.1, thallium flux FluxOr; stronger effect = lower value | activity change, % (tested at about 1.8 µM);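 active means maximum activity change below -70%; inconclusive means maximum activity change from -70% to -50%; inactive means maximum activity change above -50%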;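 further: thallium influx rate constant from kinetic fluorescence after stimulation buffer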
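Kinetic fluorescence (2 min after stimulation buffer) measures Tl+ influx through KCNH2 3.1 expressed by viral transduction in U2OS cells; the rate constant is normalized against DMSO controls serving as positive and negative references.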
GALK inh = qHTS Assay for Inhibitors of Human Galactokinase (GALK). Potency, µM (doses to about 57.5 µM), inactives show at the highest dose activity change, negative = inhibition, usual class: inhibitors. Purified GALK, Kinase-Glo residual ATP luminescence. AID 1868, 2009. P51570. hit rate 0.007% among 270,000; further: potency means the concentration at half of the fitted maximal effect
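GALK at 5 nM final was combined with compound, 35 uM ATP and 100 uM galactose in HEPES pH8.0 with MgCl2 and DTT. The reaction ran one hour at room temperature before luminescent ATP detection.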
* hit, by the source's call; u = inconclusive; x = no result given; & = joins results of further samples; [ ] = dose if it differs, or a comment. Unless noted, the call rests on the fitted dose curve; in most records, active means well fitted curve in the direction sought with a large enough effect; inconclusive means small, poorly fitted or top-dose-only effect, or another doubt; inactive means no such curve, though single readings can be large; an effect the other way counts as inactive or inconclusive. Unless noted, on the % scale 0 is the no-effect control and ±100 the full control effect.

Every second line gives: USP2a block, uPA generation, hERG WT inh, Eya2 phos inh, FBPA coupling cs, Giardia killer, BCR signal inh, PKM2 activator, B2AR arrestin, KCNH2 3.1 inh, GALK inh
> Cc1ccc(S(=O)(=O)N2CCN(C(=O)COC(=O)c3ccc(Br)o3)CC2)c(C)c1
 : 0%, -2%, -4, -7%, x, -9, -3%, x, -0.2%, -5, x
> C/C(=N/NC(=O)c1ccc2c(c1)OCO2)c1ccc(Br)s1
 : 0%, -16%, -9, -30%, 0, -25, -27%, -1%, -0.2%, 4, 4%
> O=C1CCCN=C(Nc2ccc(F)c(Cl)c2)S1
 : 0%, -2%, 1, 23%, 3, -1, 16%, -12%, 0.2%, 2, 1%
> CCOc1ccccc1N(CC(=O)NCCSc1ccccc1)S(C)(=O)=O
 : 4%, -2%, -1, 4%, 0, 5, 1%, 1%, -0.1%, 0, 3%
> CC(=O)NC(CC(=O)NC1CCCCCC1)c1ccccc1 (configuration not stated)
 : 1%, 1%, -5, 8%, 0, 14, u, 1%, -0.1%, 5, 1%
> CCOC(=O)C1=CC[C@@H](c2ccccc2Cl)N(S(=O)(=O)c2ccc(C)cc2)[C@H]1C(=O)OCC
 : 5%, -30%, x, 1%, x, -3, 0%, x, 0.4%, x, x
> CCCCCCc1c(O)nc(SCCN2CCOCC2)[nH]c1=O
 : -1%, -3%, 1, 1%, 3, -5, -1%, 7%, 0.0%, -13, -1%
> COc1cccc(NC(=O)C2C3C=CC4(O3)C2C(=O)N(CCCN2CCC(C)CC2)C4C(=O)NC2CCCCC2)c1 (configuration not stated)
 : 2%, -4%, -11, 6%, 0, -2, 13%, 3%, 0.1%, -6, -2%
> CCc1cccc(C)c1NS(=O)(=O)Cc1ccccc1
 : -1%, 6%, 9, -22%, 1, 1, 1%, -1%, -0.9%, 1, -3%
> CC/C(O)=C1\C(=O)CCCC1=NCCc1c(C)[nH]c2ccc(C)cc12
 : -1%, 2%, 12, -14%, 6, -20, -7%, u, 0.0%, 0, x
> CCCS(=O)(=O)c1c(S(=O)(=O)CCC)c2ccc(C(N)=O)cn2c1C(=O)OC
 : 1%, -11%, 4, 0%, -3, -9, 6%, 1%, 0.1%, -15, 2%
> CCC1CCCCN1C(=O)CSC1=NN2CCCC(=O)N=C2S1 (configuration not stated)
 : 11%, 2%, 2, 5%, 1, -6, 2%, 1%, -1.1%, 16, -2%
> CCN(CC)CCNC(=O)c1ccc(NC(=O)c2cn(-c3ccccc3)nc2-c2cccs2)cc1
 : -1%, u, 31, -11%, -2, 11, u, -2%, -1.0%, -8, 1%
> CN(C)N(Cc1ccccc1)C(=O)C(O)(c1ccccc1)c1ccccc1
 : -1%, 5%, -9, -8%, 1, -21, 0%, 2%, -0.4%, 7, 3%
> C=CCn1c(=N)n(CC(O)COc2ccc(OC)cc2)c2ccccc21 (configuration not stated)
 : -1%, -28%, 12, 1%, 6, u, -7%, -13%, 0.0%, u, 0%
> COc1ccccc1C(=O)C1CCCN(C(=O)c2cc(C(C)C)no2)C1 (configuration not stated)
 : 2%, -3%, -1, -10%, -2, -3, 12%, 1%, 0.1%, 17, -1%
> CC(C)Cn1c(N)c(C(=O)COC(=O)/C=C/c2ccccc2)c(=O)n(C)c1=O
 : 1%, -3%, 15, -2%, x, 1, 5%, x, 0.2%, -21, x
> CCCC(O)(c1ccc(Br)cc1)C(CN1CCOCC1)c1ccc(Cl)cc1 (configuration not stated)
 : 4%, 5%, -17, -10%, 1, -3, u, x, -0.8%, 15, x
> CC1(C)CCc2cc(S(=O)(=O)N3CCN(S(=O)(=O)c4c(F)cccc4F)CC3)ccc2O1
 : 7%, 6%, x, -1%, x, 3, 1%, x, 0.1%, x, x
> CCOCCCn1c(SCC(=O)NC(C)(C)C)nc2ccccc2c1=O
 : 1%, 5%, -1, 3%, 7, -3, 4%, -2%, -0.3%, 0, 10%
> COc1ccc(NC(=O)CN2CCN(c3ccc(C)cc3C)CC2)cc1
 : 0%, 6%, 2, -10%, -3, -13, -7%, -3%, -0.5%, 4, -1%
> Cc1cc(C)n2nc(SCC(=O)N3CCN(c4ccccc4)CC3)nc2n1
 : -1%, 0%, 12, 6%, x, -12, -8%, x, -0.8%, 41, x
> O=C(Nc1nnc(C2CCCCC2)s1)C1CC(=O)N(c2ccc(F)cc2)C1 (configuration not stated)
 : 0%, 1%, -4, 5%, 2, 16, u, 7%, -0.2%, -1, 4%
> CC(C)Cn1c(N)c(C(=O)COC(=O)c2cc(-c3ccco3)nc3ccccc23)c(=O)n(C)c1=O
 : -19%, -23%, -1, 19%, -2&-4, u, -3%, u, 0.2%, 13, -1%
> CCC(C)Sc1nnc(Cc2cc(=O)[nH]c(=O)[nH]2)n1-c1ccc(F)cc1 (configuration not stated)
 : 0%, -8%, -3, 3%, 2, 11, 14%, -9%, -0.8%, 14, 1%
> CCOc1ccc(OCC)c(NC(=O)CN(c2ccc(OC)cc2)S(=O)(=O)c2c(C)noc2C)c1
 : -9%, 2%, 5, 5%, x, -1, 15%, x, 0.1%, -7, -4%
> COc1ccc([C@@H]2[C@@H]3C(=O)N(C(C)(C)C)C(=O)[C@@H]3[C@]3(Cc4ccc(Cl)cc4)C(=O)N(c4ccc(C)cc4)C(=O)N23)cc1
 : -1%, 10%, 3, 12%, x, 14, u, x, -0.8%, -11, x
> COc1ccccc1-n1c(-c2ccccc2)n[nH]c1=S
 : 2%, -12%, -10, 9%, 1, -2, -2%, -8%, -0.4%, -22, 0%
> COCc1nc2ccccc2n1Cc1ccccc1C
 : 1%, 3%, -10, -7%, -1, -19, 1%, -4%, 0.1%, -18, 2%
> Cc1ccc(C(=O)NC(=S)NNC(=O)c2ccc([N+](=O)[O-])cc2)cc1
 : 3%, -2%, -9, -7%, 3, -1, 1%, -1%, 0.2%, 6, -4%
> N#Cc1c(NC(=O)CN2CCN(C(=O)c3ccco3)CC2)sc2c1CCCCC2
 : 3%, -3%, 5, -5%[15.4 µM], 2, -6, -1%, -22%, 0.2%, -9, 4%
> O=C(C1CCCO1)N1CCN(Cc2nc3ccccc3c(=O)[nH]2)CC1 (configuration not stated)
 : 2%, 2%, -2, -17%, 1, -4, 2%, -10%, 0.2%, 3, 1%
> COc1ccc(C2=NCCc3cc(OC)c(OC)cc32)cc1OC
 : -1%, 2%, -3, 7%, 1, 9, -12%, 1%, -0.3%, -1, x
> Cc1oc2cc3oc(=O)c(CCC(=O)N(C)CC(=O)O)c(C)c3cc2c1C
 : 0%, -7%, 11, 3%, 5, 1, 6%, x, -0.9%, 3, x
> COc1ccc(NC(=O)c2ccc(NC(=O)c3ccco3)cc2)c(OC)c1
 : 2%, -3%, -4, 0%, 1, 17, -1%, 1%, 0.1%, 21, 19%
> COc1ccc(CS(=O)(=O)/C(Cl)=C(/Cl)C(=O)Nc2ccc(OC)nc2)cc1
 : -2%, 11%, -1, -2%, 0, 4, u, 0%, -0.5%, -4, 1%
